Lipid storage S3 = qHTS Assay for Lipid Storage Modulators in Drosophila S3 Cells. hit rate 0.64% among 320,000. Drosophila S3 cells, BODIPY lipid droplet fluorescence, 18-24 h; cells fed with added oleic acid. Potency in µM for hits, for the others lipid storage change, negative = inhibition, % at the top dose, mostly 46.1 µM. AID 2685; active means well fitted inhibition curve with a large enough effect in the signal ratio, with a control signal flat, not every such curve was filed as active; inconclusive means small, poorly fitted or top-dose-only effect, or effect the other way, or a change in a side signal; the % refers to the signal ratio
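Drosophila S3 cells loaded with oleic acid (400 uM, as added) and compounds at several concentrations; lipid droplets imaged by 488-nm laser-scanning cytometry, 500–530 nm intensity and object ratio to cell channel. Percent activity normalized to 20 uM Triacsin C.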
Lipid storage S3 cell count max = further read-out of Lipid storage S3, marked with its call; cell number change, %; measured here: cell count max response;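 cells counted by Cell Tracker Red CMTPX staining in the red channel; peak over a dose series mostly up to 46.1 µM; percent activity relative to internal control wells on each plate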
An asterisk follows results filed as active; i = inactive; ? = inconclusive; nt = not tested or not shown; [ ] = remark or other dose. On the % scale 0 is the no-effect control and ±100 the full control effect; potency means the concentration at half of the fitted maximal effect. This is a subset (hit frequency here may not be typical).

| no. | mol | Lipid storage S3 cell count max | Lipid storage S3 |
| --- | --- | --- | --- |
| 1 | CC(C)(C)c1cc(NC(=O)c2cc(F)c(F)c(F)c2F)no1 | nt | 12% |
| 2 | Clc1ccc2nc(-c3ccccc3)nc(C(Cl)Cl)c2c1 | nt | ? |
| 3 | COc1ccc(C)cc1NC(=O)CCN1CCCC1 | 10 | 12% |
| 4 | CN(C)/C=N/N(C)c1ncccc1[N+](=O)[O-] | nt | ? |
| 5 | COc1ccccc1N1CCN(C(=O)CSc2nnc(NC(=O)C3CC3)s2)CC1 | nt | ? |
| 6 | O=C(CCCc1ccccc1)Nc1nnc(C(F)(F)F)s1 | -24 | -18%[9.22 µM] |
| 7 | CCCOc1ccc(N2CC(C(=O)Nc3ccccc3C(=O)NC)CC2=O)cc1 (stereo unspecified) | 2 | 2% |
| 8 | Cc1onc(-c2c(F)cccc2Cl)c1C(=O)Nc1ccc(S(=O)(=O)Nc2ncccn2)cc1 | nt | ? |
| 9 | Cc1nc2c(-c3ccc(F)cc3)c(C)nn2c(C)c1CCC(=O)N1CCN(c2ccccn2)CC1 | nt | ? |
| 10 | CCOc1ccc(S(=O)(=O)NCCN2CCOCC2)c2ccccc12 | nt | ? |
| 11 | O=[N+]([O-])c1ccccc1OCCCOc1cccc2cccnc12 | nt | ? |
| 12 | COc1ccc(-c2nc3n(n2)C(c2ccccc2)C2=C(CCCC2=O)N3)cc1OC (stereo unspecified) | nt | ? |
| 13 | CCN1CCN(C(=O)C(C)Nc2cc(Cl)c(OC)cc2OC)CC1 (stereo unspecified) | nt | ? |
| 14 | CC1=NN(C(=O)CCc2ccc3c(c2)OCO3)C(O)(C(F)(F)F)C1 (stereo unspecified) | 4 | -6% |
| 15 | Cc1ccccc1NC(=O)c1ccc(-c2ccc(Cl)cc2Cl)o1 | nt | ? |
| 16 | Cc1ccc(C(=O)O)cc1-n1c(=O)n(Cc2ccccc2)c(=O)c2[nH]cnc21 | nt | ? |
| 17 | O=S(=O)(NCCN1CCCC1)c1ccc(C(F)(F)F)cc1 | nt | ? |
| 18 | Cc1cccc(-n2cc[nH]c2=S)c1C | 8 | 8% |
| 19 | CC(=O)n1cc(C(C[N+](=O)[O-])SCCN)c2ccccc21 (stereo unspecified) | nt | ? |
| 20 | Cc1cc(C(=O)N/N=C/c2cccn2C)n[nH]1 | 16 | 3% |
| 21 | CCN1CCN(CCNC(=O)C2CCN(Cc3nc(-c4ccc(Cl)cc4)oc3C)CC2)CC1 | nt | ? |
| 22 | CCCC1(C(=O)OCC)NC(c2ccco2)C2C(=O)N(C)C(=O)C21 (stereo unspecified) | -30 | i |
| 23 | Cc1ccc(C(=O)Nc2nnc(-c3ccncc3)s2)o1 | 21 | 7% |
| 24 | O=C(NCCCN1CCOCC1)c1ccccc1NS(=O)(=O)c1ccc(F)cc1 | nt | ? |
| 25 | CCOC(=O)[C@@H]1[C@H]2COc3cc(OC)ccc3[C@@H]2N2C(=O)N(c3cccc(F)c3)C(=O)[C@]12C | 20 | i |
| 26 | O=c1oc(-c2ccccc2NS(=O)(=O)c2ccccc2)nc2ccccc12 | nt | ? |
| 27 | CC(C(=O)NCc1cccs1)N1CCN(S(=O)(=O)c2ccc3c(c2)OCCCO3)CC1 (stereo unspecified) | nt | ? |
| 28 | Cc1ccc(-n2nc(C)c(=O)c(-c3ccccc3)c2NC(=O)c2cccs2)cc1 | nt | ? |
| 29 | CC(C)(C)NC(=O)NC(=O)COC(=O)c1cc[n+]([O-])cc1 | 0 | i |
| 30 | COc1cc(-c2nc3cc(C)ccn3c2NC2CCCCC2)ccc1-c1ccc(C(C)=O)cc1 | nt | ? |
| 31 | C/C(CC(=O)Nc1c(C)cc(C)cc1C)=N\NC(=O)Cc1ccccc1 | nt | ? |
| 32 | COc1ccc(Cl)cc1NC(=O)COC(=O)c1ccc(C)o1 | -10 | 4% |
| 33 | CC(C)NC(=S)N/N=C/c1ccc(C(C)(C)C)cc1 | -11 | 12% |
| 34 | COc1ccc(NC(=O)NC(C)c2ccc3c(c2)OCO3)c(OC)c1 (stereo unspecified) | 0 | 8% |
| 35 | Cc1cc(OC(C)C(=O)NCCCn2ccnc2)c2c(C)cc(=O)oc2c1 (stereo unspecified) | nt | ? |
| 36 | CCCCOC(=O)c1ccc(NC(=S)NC(=O)c2ccco2)cc1 | nt | ? |
| 37 | CC(=O)N1CC(C)Sc2ccc(S(=O)(=O)NC(C)c3ccccc3)cc21 (stereo unspecified) | -9 | i |
| 38 | COc1ccc(N(CC(=O)Nc2ccccc2C(=O)N2CCCC2)S(=O)(=O)c2ccccc2)cc1 | nt | ? |
| 39 | COc1ccc(C)cc1Nc1cc(C)nc2nc(C)nn12 | nt | ? |
| 40 | CC1=C(C(=O)OCc2ccccc2)C(/C=C/c2ccccc2)NC(=S)N1 (stereo unspecified) | -18 | -12% |
| 41 | N#Cc1cc2c(nc1SCC1COc3ccccc3O1)CCC2 (stereo unspecified) | nt | ? |
| 42 | COc1ccc(CN(C(=S)Nc2ccccc2)C2CC(=O)N(c3ccc(Cl)cc3)C2=O)cc1 (stereo unspecified) | nt | ? |
| 43 | CC(C)(C)OC1NS(=O)(=O)OCC1NCOC(Cl)(Cl)Cl (stereo unspecified) | -29 | 23% |
| 44 | CCOc1cc(C(=O)NCc2ccc(C)cc2)ccc1OCC(=O)N1CCOCC1 | nt | i |
| 45 | CCSc1nc2sc3c(c2c(=O)n1CC)CCC3 | nt | ? |
| 46 | Cc1ccc(S(=O)(=O)Nc2ncc(C(F)(F)F)cc2Cl)cc1 | 10 | 4% |
| 47 | O=C(CSc1nnc2c3ccccc3c3ccccc3c2n1)Nc1ccccc1 | nt | ? |
| 48 | C/C(=N\NC(=O)c1ccc(NS(=O)(=O)c2cccs2)cc1)c1ccc2c(c1)OCO2 | nt | ? |
| 49 | CC(NC(=O)OCc1ccccc1)C(=O)NCC1CCCO1 (stereo unspecified) | nt | ? |
| 50 | CCOc1ccc(-c2noc(=O)[nH]2)cc1 | -7 | 8% |
| 51 | CC(=O)c1ccc(C(=O)Nc2nnc(-c3ccc(Cl)cc3)o2)cc1 | -1 | 7% |
| 52 | O=C(NCC1(N2CCCCC2)CCCCC1)c1cccc(S(=O)(=O)Nc2ccc(F)cc2)c1 | 1 | 13% |
| 53 | O=C1CC(c2ccsc2)Sc2ccccc2N1 (stereo unspecified) | 1 | 2% |
| 54 | N/C(=N\OC(=O)COc1cc(Cl)c(Cl)cc1Cl)c1ccccn1 | nt | ? |
| 55 | Brc1ccccc1-c1nnc2sc(Cc3ccccc3)nn12 | nt | i |
| 56 | COCCNc1ccc(-c2n[nH]c(=O)c3ccccc23)cc1[N+](=O)[O-] | 14 | i |
| 57 | O=C(CCCN1C(=O)S/C(=C\c2ccccc2)C1=O)NNC(=O)c1ccccc1O | nt | ? |
| 58 | CN(C)c1ccc(N/C=C/C(=O)c2ccco2)cc1 | nt | ? |
| 59 | O=C(Cc1ccc(S(=O)(=O)N2CCOCC2)s1)Nc1ccccc1N1CCOCC1 | nt | ? |
| 60 | O=C(CSc1nccc(=O)[nH]1)N1CCN(c2ccccc2)CC1 | -28 | -28% |

(more compounds)
| no. | mol | Lipid storage S3 cell count max | Lipid storage S3 |
| --- | --- | --- | --- |
| 61 | COc1cc([N+](=O)[O-])ccc1NC(=O)Nc1ccc2c(c1)OCCO2 | 0 | 9% |
| 62 | COc1ccc(OC)c2c1CC(C)(C)NC2=O | -19 | -9% |
| 63 | CCOc1ccc(NC(=O)N[C@@H](Cc2ccccc2)C(=O)O)cc1 | nt | ? |
| 64 | Cc1cc(C)c2[nH]c(C(=O)N3CCC(n4nccc4NC(=O)C4CC4)CC3)c(C)c2c1 | nt | ? |
| 65 | CC(c1ccccc1)N(CC(=O)NC1CCCCC1)S(=O)(=O)c1cccc(C(F)(F)F)c1 (stereo unspecified) | nt | 25% |
| 66 | Cc1ccnc(NCc2cccc3ccccc23)c1 | -7 | i |
| 67 | O=C(COC(=O)c1cc(S(=O)(=O)N2CCOCC2)ccc1Cl)Nc1ccc2c(c1)OCO2 | nt | ? |
| 68 | Cc1cc(C)c(C(=O)C(C)OC(=O)Cn2cnc3c2c(=O)n(C)c(=O)n3C)cc1C (stereo unspecified) | nt | ? |
| 69 | CCC(Sc1nc(C)cc(C)n1)C(=O)Nc1cc(C)on1 (stereo unspecified) | 4 | -2% |
| 70 | Cc1ccccc1CSc1nnc(-c2ccccc2)c(=O)[nH]1 | nt | ? |
| 71 | CCN(CC)c1ccc(C(=O)N/N=C/c2ccc(N3CCOCC3)cc2)cc1 | nt | ? |
| 72 | O=C(COc1nsnc1N1CCOCC1)N1CCOCC1 | -23 | -15% |
| 73 | O=C(Nc1nccs1)c1ccc(COc2ccc(F)cc2)o1 | -17 | 13% |
| 74 | Cc1cc(NC(=O)Nc2ccc(Cl)cc2)n(-c2ccccc2)n1 | nt | ? |
| 75 | CCOC(=O)c1c(C)[nH]c(C)c1C(=O)COC(=O)c1cccc(S(=O)(=O)N(CC)CC)c1 | nt | ? |
| 76 | Cc1cc2oc(=O)cc(CN(C)Cc3ccccc3Cl)c2cc1C | nt | ? |
| 77 | Cc1cc(C)cc(N(C(=O)c2csnn2)C(C(=O)NC2CCCC2)c2cccnc2)c1 (stereo unspecified) | nt | ? |
| 78 | CC(C)CC(NC(=O)c1ccccc1)C(=O)OCC(=O)Nc1ccc(Br)cn1 (stereo unspecified) | nt | i |
| 79 | O=S(=O)(c1ccc(Cl)cc1)n1ccc(-c2cccc(OCc3c(F)cccc3Cl)c2)n1 | 24 | -24% |
| 80 | O=C(NCC(c1ccco1)N1CCc2ccccc21)c1c(F)cccc1F (stereo unspecified) | nt | 22% |
| 81 | COc1cc(NC(=O)CSc2ncnc3scc(-c4ccccc4)c23)c(C(=O)O)cc1OC | nt | ? |
| 82 | CC(C)C(=O)Nc1ccc2nn(-c3ccccc3)nc2c1 | nt | ? |
| 83 | COc1cccc(CCc2nnc(CCC(=O)NCCC3CCCCO3)o2)c1 (stereo unspecified) | nt | i |
| 84 | Cc1ccc(N/C(N)=N/c2nc(CSc3ccccn3)cc(=O)[nH]2)c(C)c1 | 0 | -21% |
| 85 | COc1ccc(CCNC(=O)C(=O)c2cn(CC(=O)N3CCOCC3)c3ccccc23)cc1OC | nt | ? |
| 86 | O=C(Nc1nccs1)c1ccc(-c2ccc(F)cc2)o1 | 1 | 2% |
| 87 | CCOC(=O)CSc1nc(N)c(C(=O)Nc2ccc(N(C)C)cc2)s1 | -1 | 13% |
| 88 | COc1ccc(S(=O)(=O)N2CCCCC2)cc1NC(=O)Cn1cnc2ccccc2c1=O | 0 | 16% |
| 89 | Cc1ccc(C(=O)n2nc(-c3ccco3)nc2N)cc1 | -17 | 0% |
| 90 | CCCCc1[nH]c(=O)c(C#N)c2c1CSC(C)(C)C2 | nt | ? |
| 91 | O=C(N/N=C/c1ccc(O)c([N+](=O)[O-])c1)c1ccncc1 | nt | ? |
| 92 | Cc1cc(C)c(C(=O)COC(=O)[C@H](C)Nc2ccc(C(F)(F)F)cc2[N+](=O)[O-])c(C)c1 | nt | ? |
| 93 | Cc1ccc(OS(=O)(=O)c2c(C)nn(C)c2Cl)c(C)c1 | nt | ? |
| 94 | Cc1ccc(-n2ncc(C#N)c2N)cc1 | 3 | -9% |
| 95 | COc1ccc(N(CC(=O)NCc2cccc(OC)c2)S(=O)(=O)c2c(C)noc2C)cc1 | -10 | -5% |
| 96 | CC1CC(C)(C)CC2(C1)NC(=O)N(CC(=O)Nc1c(F)cccc1F)C2=O (stereo unspecified) | nt | ? |
| 97 | COc1cc2nc(N3CCN(C(=O)OCc4ccccc4)[C@H](C(=O)NC(C)(C)C)C3)nc(N)c2cc1OC | nt | ? |
| 98 | CCCCNc1ncnc2c1cnn2-c1ccc(Cl)cc1 | nt | i |
| 99 | CC(C)(C)NS(=O)(=O)c1ccc(CCC(=O)Nc2ccc3c(c2)OCCO3)cc1 | -11 | 22% |
| 100 | COC(=O)C(C)Sc1nc2c(c(=O)n1-c1ccccc1)SCC2 (stereo unspecified) | 9 | 9% |
| 101 | CCC(=O)Nc1ccc(N2CCN(Cc3ccccc3)CC2)cc1 | nt | ? |
| 102 | Cc1nc(C)c(C(=O)C2=C(O)C(=O)N(CCCn3ccnc3)C2c2ccccc2)s1 (stereo unspecified) | nt | i |
| 103 | O=C1NC(=S)CN1c1ccccc1 | nt | ? |
| 104 | O=C(COC(=O)COc1ccccc1[N+](=O)[O-])Nc1cccc(Br)c1 | -5 | 7% |
| 105 | O=c1[nH]cc(S(=O)(=O)N2CCN(c3cccc(Cl)c3)CC2)c(=O)[nH]1 | nt | ? |
| 106 | COc1nc(NCCN2CCOCC2)nc(Nc2ccccc2)n1 | -14 | i |
| 107 | Cc1ccc(S(C)(=O)=O)cc1C(=O)NC(C)C1CC2CCC1C2 (stereo unspecified) | nt | ? |
| 108 | Cc1cc(C)c2sc(C)[n+](CCCS(=O)(=O)[O-])c2c1 | -13 | 9% |
| 109 | O=C(CNC(=O)c1ccccc1F)OCc1csc(-c2ccccc2)n1 | nt | 13% |
| 110 | Cc1c(C(=O)NCCNc2ncc(C(F)(F)F)cc2Cl)cccc1[N+](=O)[O-] | nt | ? |
| 111 | COC(=O)C(=O)/C=C(\O)c1ccc(C)cc1 | 1 | 0% |
| 112 | CCOC(=O)C1=C(N)N2C(=O)C(C)SC2=C(C(=O)OCC)C1c1cc(OC)c(OC)c(OC)c1 (stereo unspecified) | nt | ? |
| 113 | Cc1ccc2oc(C(=O)Nc3nnc(CC(C)C)s3)c(C)c2c1 | nt | ? |
| 114 | CCN(CC(O)Cn1c2ccccc2c2ccccc21)S(=O)(=O)c1ccc(C)cc1 (stereo unspecified) | nt | ? |
| 115 | CCn1c2ccccc2c2cc(NC(=O)C(C)Oc3ccc(OC)cc3)ccc21 (stereo unspecified) | 16 | -15% |
